Screening results: PubChem, Southern Research Specialized Biocontainment Screening Center
tuberculosis growth – growth inhibition of non-replicating M. tuberculosis (AID 488890); Mycobacterium tuberculosis non-replicating, growth inhibition; higher % means a stronger effect; one-dose inhibition, % at 25 µM; IC50 in µM for titrated hits; 0.39% of 320,000 active; in the data active = a potency from the dose series; inconclusive = inhibition mostly from about 82% at the one dose, without a potency; inactive = the rest, 99 in 100 with inhibition below about 76%;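 also: plate controls were DMSO cells for no effect and high antibiotic wells for full effect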
VEEV TC-83 Vero – inhibitors of VEEV TC-83 cytopathic effect, confirmation, Vero cells (AID 588727); Vero cells, VEEV TC-83 cytopathic effect inhibition; higher % means a stronger effect; inhibition, % at 20 µM, or IC50 in µM where a hit was titrated; 0.13% of 350,000 active; in the data active = a potency from the dose series; inconclusive = inhibition mostly from about 14% at the one dose, without a potency; inactive = the rest, 99 in 100 with inhibition below about 12%; also: strong numbers were not always called active
H37Rv inhibition – M. tuberculosis growth inhibition, HTS (AID 449762). M. tuberculosis H37Rv growth inhibition, 7H9 media; higher % means a stronger effect. inhibition, % at 25 µM; hits with a dose series show IC50 in µM. 0.59% of 330,000 active; in the data active = a potency from the dose series; inconclusive = inhibition above about 70% without an active follow-up result;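 also: bacterial growth assessed after seven days of incubation; strong numbers were not always called active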
influenza NS1A – H1N1 influenza NS1A inhibitors, functional cell based assay (AID 504329); NS1A functional cell-based assay, percent inhibition; higher % means a stronger effect; inhibition, % at 12.5 µM, or IC50 in µM where a hit was titrated; 0.3% of 340,000 active; in the data active = a potency from the dose series; inconclusive = inhibition above about 27% without an active follow-up result; also: strong numbers were not always called active
PhoP GFP inhibition – PhoP regulon inhibitors, Salmonella typhi PhoP promoter GFP reporter, confirmatory (AID 1850); one-dose inhibition, % at 50 µM; IC50 in µM for titrated hits; 0.33% of 310,000 active; Salmonella Typhi PhoP-promoter GFP reporter, fluorescence, 4 h; higher % means a stronger effect; in the data active = a potency from the dose series; inconclusive = inhibition mostly from about 25% at the one dose, without a potency; inactive = the rest, 99 in 100 with inhibition below about 19%;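 also: 0% = induced wells with vehicle and 100% = uninduced wells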
VEEV TC-83 Vero 10K pilot screen – second read-out of VEEV TC-83 Vero, no call of its own (marks repeat the call); inhibition, %; measured here: 10K pilot screen inhibition
* hit, by the source's call; i = inactive; ? = inconclusive; . = not tested or not shown; & = joins results of further samples.

SMILES | tuberculosis growth | VEEV TC-83 Vero | H37Rv inhibition | influenza NS1A | PhoP GFP inhibition | others
CCS(=O)(=O)Nc1cccc(-c2nc3cccnc3s2)c1 | 6% | 3.8% | -9% | -6% | 17%
COc1ccc(OC)c(NC(=O)Nc2c(O)ccc3ccccc23)c1 | 21% | 6.6% | 3% | -8% | 7%
COc1cccc(C(=O)Nc2c3c(nn2-c2ccc(Cl)cc2)CS(=O)(=O)C3)c1OC | 24% | 8.2% | 9% | 4% | 4%
Cc1cc(C)nc(SCC(=O)N/N=C/c2cccnc2)n1 | -9% | 0.6% | -2% | -12% | 0%
Oc1ccc2c3c1O[C@H]1c4[nH]c5ccccc5c4C[C@@]4(O)[C@@H](C2)N(CC2CC2)CC[C@]314 | 5% | i | 1% | 5% | -15%
Cc1nonc1CN(C)C(=O)CC1C(=O)NCCN1Cc1ccccc1F (stereo not given) | -11% | 1.6% | 0% | 4% | -6%
CCOC(=O)C1C(=O)NC(SCC(N)=O)=C(C#N)C1c1ccccc1OCC (stereo not given) | 0% | i | -6% | 4% | -12%
O=C(CSc1ccc2ccccc2c1)Nc1nc2ccccc2[nH]1 | 44% | 9.9% | 14% | -8% | -5%
COc1ccc(OC)c(S(=O)(=O)Nc2ccc3[nH]c(=O)[nH]c3c2)c1 | -10% | 0.4% | 8% | -2% | -4%
CN1/C(=C\C=C2\N=C(c3ccc(F)cc3)OC2=O)C(C)(C)c2ccccc21 | 6% | 0.2% | 14% | 27% | 0% | VEEV TC-83 Vero 10K pilot screen=0.4
Cc1ccc(C(=O)COC(=O)CNC(=O)Cc2ccccc2)cc1 | -3% | 0.8% | 9% | -2% | -4%
Cc1ccc(NCc2nnc(SCC(=O)NCc3ccco3)n2CC2CCCO2)c(C)c1 (stereo not given) | 15% | 5.2% | 1% | -7% | -1%
CCC1CCCCN1CCCNC(=O)CS(=O)Cc1nc(-c2ccc(OC)c(OC)c2)oc1C (stereo not given) | 1% | i | -5% | 10% | 0%
O=C(c1ccc(OCC2CCCO2)cc1)N1CCN(c2ccccc2)CC1 (stereo not given) | 1% | 0.3% | 1% | 21% | -9%
C=CCn1c(SCC(=O)NC2CCCCC2)nnc1-c1sc(N)nc1C | 6% | 2.6% | -1% | 16% | -10% | VEEV TC-83 Vero 10K pilot screen=1.3
O=C(COc1ccc(Cl)cc1)NCCc1cnc[nH]1 | 12% | 3.2% | 9% | -2% | 18%
S=C(Nc1cccc(Cl)c1)N1CCN(Cc2ccccc2)CC1 | 14% | 1.2% | 1% | -1% | -9%
Cc1ccc(N/N=C(\C#N)C(=N)N2CCCCC2)cc1 | -4% | 0.5% | 10% | 2% | 7%
Cc1ccc(NC(=O)CCN2CCC(C)CC2)cc1 | -16% | i | -10% | -2% | -7%
N#CC1=C(N)n2c(s/c(=C\c3cccs3)c2=O)=C(C#N)C1c1cccs1 (stereo not given) | 9% | i | 11% | 9% | -15%
CN(C)CCCN1c2ccccc2Sc2ccc(C(F)(F)F)cc21 | 79% | 0.1% | 68% | 5% | 36%&-11%
O=C(Nc1ccc(-c2nc3ccccc3o2)c(O)c1)c1cc(-n2cnnc2)ccc1Cl | -6% | 5.9% | 1% | -12% | -13%
Cc1cc(C)cc(NC(=O)c2ccc(NC(=O)c3ccco3)cc2)c1 | -3% | 9.2% | -6% | 0% | -8%
O=c1c2c3nc4ccccc4nc3n(/N=C/c3ccccn3)c2ncn1-c1ccccc1 | 12% | 6.5% | 2% | -1% | 6%
CCOC(=O)C(C)n1nc(-c2ccccc2)c2ccccc2c1=O (stereo not given) | 33% | i | 2% | -3% | 6%
N#CC1=C(N)Oc2cc(N)ccc2C1C1CCCCC1 (stereo not given) | 23% | 7.4% | -10% | -6% | 9%
CC(=O)NC1(c2nnnn2CCOC(=O)Nc2ccc(Cl)cc2)CCCC1 | 13% | 2.3% | 1% | -4% | 8%
O=C(Cn1c(=O)n(Cc2ccco2)c(=O)c2cc(Cl)ccc21)NCC1CCCO1 (stereo not given) | 16% | 1.7% | -2% | -2% | 9%
Cc1cc(C)c2c(CN3CCN(Cc4ccccc4)CC3)cc(=O)oc2c1 | -1% | 0.4% | 1% | -17% | 6%
CC(=O)Nc1ccc(C(=O)NNC(=O)c2cccc(C)c2)cc1 | -18% | 0.2% | 5% | -6% | 0%
COc1ccc(OC)c(S(=O)(=O)N(C)CC(=O)O)c1 | 0% | 0.8% | -4% | -11% | 3%
N#C/C(=C/c1ccc(-c2ccc(S(N)(=O)=O)cc2)o1)C(=O)Nc1ccccc1 | 33% | 3.1% | 10% | -10% | -8%
Cc1ccccc1Cn1ccc(NC(=O)CCSc2nc(-c3ccco3)cc(C(F)(F)F)n2)n1 | 18% | 2.1% | -2% | -3% | 1%
O=C(O/N=C1/CCCc2occc21)c1ccc(Cl)cc1Cl | ? | 0.9% | ? | -24% | 2%
CC(C)(C)c1ccc(C(=O)c2c[nH]c(C(=O)NCCCN3CCOCC3)c2)cc1 | 9% | i | 2% | 5% | 0%
O=C(Nc1nc(-c2nc3ccccc3s2)cs1)c1ccco1 | . | i | -4% | -2% | -15%
NC(=O)C1CCN(C(=O)CSc2ccccn2)CC1 | -8% | 1.0% | -2% | -10% | 2%
CC(=O)NS(=O)(=O)c1ccc(N/C(N)=N/c2nc(C)cc(C)n2)cc1 | -7% | 0.8% | 1% | 2% | -6%
CC(C)(C)NC(=O)NC(=O)CN1CCN(S(=O)(=O)c2ccc3c(c2)OCCO3)CC1 | 1% | 1.2% | 2% | -1% | 11%
COc1ccc(-c2nnc(SCc3nnc(-c4cccs4)o3)n2CC2CCCO2)cc1 (stereo not given) | -12% | 1.1% | -17% | -14% | -11%

Of the compounds above, 2 have a thiophene ring, fused or not.
SMILES | tuberculosis growth | VEEV TC-83 Vero | H37Rv inhibition | influenza NS1A | PhoP GFP inhibition | others
N#CC1=C(N)n2c(s/c(=C\c3cccs3)c2=O)=C(C#N)C1c1cccs1 (stereo not given) | 9% | i | 11% | 9% | -15%
COc1ccc(-c2nnc(SCc3nnc(-c4cccs4)o3)n2CC2CCCO2)cc1 (stereo not given) | -12% | 1.1% | -17% | -14% | -11%

Ordered by SMILES length (lowest first): part of the list above.
SMILES | tuberculosis growth | VEEV TC-83 Vero | H37Rv inhibition | influenza NS1A | PhoP GFP inhibition | others
S=C(Nc1cccc(Cl)c1)N1CCN(Cc2ccccc2)CC1 | 14% | 1.2% | 1% | -1% | -9%
CN(C)CCCN1c2ccccc2Sc2ccc(C(F)(F)F)cc21 | 79% | 0.1% | 68% | 5% | 36%&-11%
CC(=O)Nc1ccc(C(=O)NNC(=O)c2cccc(C)c2)cc1 | -18% | 0.2% | 5% | -6% | 0%
CC(=O)NC1(c2nnnn2CCOC(=O)Nc2ccc(Cl)cc2)CCCC1 | 13% | 2.3% | 1% | -4% | 8%
Cc1ccc(NCc2nnc(SCC(=O)NCc3ccco3)n2CC2CCCO2)c(C)c1 (stereo not given) | 15% | 5.2% | 1% | -7% | -1%
O=c1c2c3nc4ccccc4nc3n(/N=C/c3ccccn3)c2ncn1-c1ccccc1 | 12% | 6.5% | 2% | -1% | 6%

Continuation:
SMILES | tuberculosis growth | VEEV TC-83 Vero | H37Rv inhibition | influenza NS1A | PhoP GFP inhibition | others
COc1cc(C2C(C(=O)c3cc4ccccc4o3)=C(O)C(=O)N2c2cc(C)on2)cc(OC)c1OC (stereo not given) | 23% | 2.4% | 4% | 3% | 0%
CC1CC(Nc2ccccc2)c2ccccc2N1C(=O)c1ccncc1 (stereo not given) | 7% | i | -7% | 1% | 1%
CC(NC(=O)c1ccc(N(C)C)cc1)C1CC2CCC1C2 (stereo not given) | . | 0.2% | . | -7% | .
COC(=O)C(NC(=O)c1ccccc1)(Nc1nc(C)cs1)C(F)(F)F (stereo not given) | -6% | 1.2% | -7% | -3% | -7%
Cc1cc(=O)[nH]c(=S)n1-c1ccccc1 | -12% | i | 26% | -5% | 5%
CCOc1ccccc1NC(=O)c1cccc2c1C(=O)N(CCOC)C2 | 21% | 1.6% | 2% | 14% | 2%
C/C=C/C=C\C(=O)Nc1cccc(C2=NOC3(C2)C[C@@H](C(N)=O)N(C(=O)c2cc([N+](=O)[O-])cc([N+](=O)[O-])c2)C3)c1 (stereo not given in full) | 75% | 0.5% | ? | 17% | 4%
CC(C1CC2CCC1C2)N1CC(O)=C(c2nc3ccccc3[nH]2)C1=N (stereo not given) | 5% | 3.1% | 16% | 6% | 13%
COCCNC(=O)COC(=O)c1cccnc1SC | 0% | 0.5% | -1% | -5% | -20%
O=C1C2CC3N1CCC31c3ccccc3-n3c1c2ccc3=O (stereo not given) | . | 2.0% | . | -11% | .
C=CCNc1nc(-c2sc(NC(C)=O)nc2C)cs1 | 39% | 10% | -2% | 8% | 4%
COc1ccc(C(=O)NC(=S)NCCc2ccccc2)cc1 | ? | i | 4% | -16% | -10%
COCCn1c(SCc2nc3ccccc3c(=O)[nH]2)nnc1-c1ccncc1 | -16% | i | -2% | 17% | -5%
COc1ccc(CCNC(=O)CCn2c(=O)c3cccn3c3cccnc32)cc1OC | 3% | 1.4% | -4% | 1% | -9%
CN(Cc1c(C(=O)N/N=C/c2cccc(Cl)c2)nnn1-c1nonc1N)c1ccccc1 | 3% | 5.1% | 2% | 9% | 1%
Cc1ccc(NC(=O)c2cccs2)cc1S(=O)(=O)N(C)C | 24% | 2.0% | -4% | -2% | -5%
CCOC(=O)C1CCN(C(=O)COC(=O)c2ccccc2C(=O)c2ccc(Cl)cc2)CC1 | 14% | 1.4% | 5% | -2% | 4%
CC12CNCC(C)(CN(C(c3ccccc3)c3ccccc3)C1)C2 | ? | i | 5% | 6% | 21%
COc1ccc(C(=O)Sc2ccc(C)cc2)cc1OC | 42% | 2.3% | 0% | 6% | 4%
O=C(COS(=O)c1ccccc1)Nc1cc(Cl)ccc1N1CCOCC1 (stereo not given) | 12% | 1.0% | -1% | -1% | -3%
CCN(CC)c1ccc(CNc2ccc3c(c2)ncn3C(C)(C)C)cc1 | -1% | 0.4% | 1% | 14% | -5%
CN1C(=O)C(=Cc2cccnc2)C(=O)N(C)C1=O | 1% | 2.7% | -3% | -18% | -1%
O=c1[nH]c(=S)c2[nH]c(=S)n(-c3ccccc3)c2[nH]1 | . | i | . | -9% | .
CCCCN(C)CCCNC(=O)Cn1c(=O)sc2ccccc21 | -7% | i | 7% | 10% | -1%
COc1ccc(/C=C/C(=O)NCCSCc2ccco2)cc1 | 53% | 1.7% | 5% | -2% | 14%
O=C(c1cccn2c(=O)c3ccc(Cl)cc3nc12)N1CCN(Cc2ccc3c(c2)OCO3)CC1 | . | i | . | 17% | -5%
CCOC(=O)/C=C/C(=O)OCC(=O)Nc1ccc(Cl)cn1 | 1% | 1.6% | -4% | 3% | -3%
CCOC(=O)c1cc2sc(C)cc2n1CC(=O)N1CCOCC1 | -6% | i | -2% | -4% | -11%
O=S(=O)(c1ccc(Cl)cc1)N1CCN=C1SCc1cccc(Cl)c1 | 46% | 9.8% | 6% | 0% | -6%
CCc1ccc(NC(=O)c2cnc3scc(C)n3c2=O)cc1 | . | 4.6% | -13% | 2% | 3%
Nc1cccc2c1C(=O)N(C(=O)c1cccc(S(=O)(=O)N3CCCC3)c1)C2=O | 10% | i | 7% | 1% | 4%
Cc1coc2c(C)c3oc(=O)c(CCC(=O)NCCN4CCOCC4)c(C)c3cc12 | -4% | 0.8% | -9% | 7% | 0%
Cc1nc(N2CCN(c3ccccc3)CC2)[nH]c(=O)c1CCC(C)C | -3% | 0.0% | -3% | 4% | 11%
Cc1nc(N)sc1-c1nnc(SCC(=O)Nc2ccccc2C(F)(F)F)n1C | -1% | 0.3% | -9% | -1% | -5%
COc1cccc(-n2nnnc2SCC(=O)Nc2cccc(C)n2)c1 | 26% | 1.3% | 0% | -5% | 1%
O=C(N/N=C/c1cccnc1)c1cccc(S(=O)(=O)N2CCCC2)c1 | -1% | 0.8% | -1% | -3% | 4%
Cc1ccc(N2C(=O)C3NN=C(C(=O)OCc4ccccc4)C3C2=O)cc1 (stereo not given) | -22% | i | -1% | 3% | -5%
CN(Cc1ccccc1)CC(O)COc1ccc(CNCCc2ccncc2)cc1 (stereo not given) | -2% | i | 1% | -8% | 8%
FC(F)(F)c1ccccc1NC(=S)NC1CCN(Cc2ccccc2)CC1 | 23% | 0.8% | -3% | 2% | 4%
Cc1ccc2cc(/C=C(\C#N)C(N)=O)c(N3CCCCC3)nc2c1 | 45% | 2.6% | 13% | -8% | -1%
O=C(O)CSCC(=O)Nc1ccc(C(=O)O)cc1 | -2% | 0.6% | 3% | 6% | -8%
